# Bioassay records as filed in PubChem BioAssay.
# ASAP1 GAP inh: inhibitors of human ASAP1 ArfGAP activity, primary screen, biochemical, fluorescence polarization; ASAP1-stimulated ARF1 GTP hydrolysis, GDP FP detection; inhibition, % at 16.5 µM; 360,000 compounds, 0.19% hits; AID 624377, 2012; in the data active = inhibition above about 25%;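 also: 0% = vehicle with enzyme and substrate and 100% = no enzyme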
# Target sequence (Q9ULH1 325-724 limits assumed): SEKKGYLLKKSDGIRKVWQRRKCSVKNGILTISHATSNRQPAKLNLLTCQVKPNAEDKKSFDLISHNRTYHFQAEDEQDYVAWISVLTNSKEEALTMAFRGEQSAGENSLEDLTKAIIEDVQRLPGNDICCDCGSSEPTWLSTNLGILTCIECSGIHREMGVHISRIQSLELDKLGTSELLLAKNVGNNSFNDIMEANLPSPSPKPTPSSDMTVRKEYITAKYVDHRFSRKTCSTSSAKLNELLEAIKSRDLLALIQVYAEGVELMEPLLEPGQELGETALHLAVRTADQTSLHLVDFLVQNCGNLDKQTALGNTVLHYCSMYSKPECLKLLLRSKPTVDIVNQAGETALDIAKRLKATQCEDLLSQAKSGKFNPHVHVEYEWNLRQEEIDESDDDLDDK
# ARFGAP1 inhibitor: inhibitors of rat ARFGAP1 GAP activity, primary screen, biochemical, fluorescence polarization, GDP tracer; Arfgap1-stimulated ARF1 GTP hydrolysis, GDP FP detection; ADP-ribosylation factor GTPase-activating protein 1 (Rattus norvegicus), Q62848; inhibition, % at 16.5 µM; 360,000 compounds, 0.26% hits; AID 651572, 2012;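 active = inhibition above a per-plate limit, mean inhibition of low control wells plus 3 SD, cut at about 25% in these data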;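 also: 0% = DMSO wells with enzyme and 100% = wells lacking Arfgap1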
# Target sequence (Q62848 1-136 limits assumed): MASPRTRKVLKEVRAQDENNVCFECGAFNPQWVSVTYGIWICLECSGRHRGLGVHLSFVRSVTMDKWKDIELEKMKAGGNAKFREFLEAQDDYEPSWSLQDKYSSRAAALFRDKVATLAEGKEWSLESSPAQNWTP
#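 System: truncated rat Arfgap1 GAP domain / Medium: HEPES-based buffer, pH 7.5 / Also added: N-terminally truncated human ARF1-GTP substrate / Incubation: enzyme reaction 120 min at 25 °C after 20 min preincubation / Measured by: FP of antibody-bound GDP Alexa 633 tracer, ex 620/em 688 nm / Replicates: singlicate, each compound tested once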
# ADAM17 inh: ADAM17 inhibitors, primary screen, biochemical, QFRET. recombinant ADAM17, EDANS/DABCYL FRET peptide cleavage. inhibition, % at 6.95 µM. Disintegrin and metalloproteinase domain-containing protein 17 (Homo sapiens), P78536. 370,000 compounds, 0.83% hits;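 active = inhibition above the mean of compounds lying between control limits plus 3 SD, set per campaign, cut at about 8.5% in these data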;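 also: 0% = DMSO-only wells as the low control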
# DDE Tn7 FP inh: inhibitors of Tn7 peptide binding to fibrin DD(E), primary screen, biochemical, fluorescence polarization, human fibrin, Tn7 probe | Fibrinogen beta chain (Homo sapiens), P02675 | FP displacement of FITC-Tn7 peptide from fibrin DD(E); 0% = median of compound wells per plate | inhibition, % at 8.3 µM | 370,000 compounds, 0.13% hits | AID 720508, 2013;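 active = inhibition above the mean of compounds falling within the control limits plus 3 SD of them, cut at about 14% in these data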;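 also: 0% = plate median of compound wells and 100% = 10 µM Aha-Tn7 peptide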
# Target sequence (P02675 whole entry, looked up): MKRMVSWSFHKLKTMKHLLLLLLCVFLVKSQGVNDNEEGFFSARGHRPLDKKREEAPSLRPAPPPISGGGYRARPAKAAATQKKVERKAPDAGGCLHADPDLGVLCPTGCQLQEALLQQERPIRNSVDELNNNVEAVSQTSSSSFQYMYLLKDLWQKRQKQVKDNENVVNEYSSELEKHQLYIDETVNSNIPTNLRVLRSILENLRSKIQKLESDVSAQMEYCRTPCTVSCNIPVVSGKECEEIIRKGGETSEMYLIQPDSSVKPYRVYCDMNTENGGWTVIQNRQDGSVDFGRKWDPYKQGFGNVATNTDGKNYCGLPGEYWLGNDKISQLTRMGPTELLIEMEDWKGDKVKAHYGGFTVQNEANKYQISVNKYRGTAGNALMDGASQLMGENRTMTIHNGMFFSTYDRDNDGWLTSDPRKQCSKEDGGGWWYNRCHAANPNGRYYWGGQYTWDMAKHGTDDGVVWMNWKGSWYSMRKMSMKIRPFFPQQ
#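 assay system = human clot-derived fibrin DD(E) complex | quantity = Fibrin-DD(E) at 2 µM final | timing = 10 min preincubation, 3 h with tracer, room temperature | signal = fluorescence polarization | measure = percent inhibition | benchmarks = high control wells with 10 µM unlabelled Aha-Tn7 peptide (full inhibition) | replicates = singlicate testing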
# LEDGF integ inh: blockers of LEDGF/p75-dependent integrase strand transfer – biochemical, TR-FRET, high throughput, primary screen | HIV-1 integrase (with human LEDGF/p75) | AID 743269, 2014 | inhibition, % at 3.7 µM | TR-FRET IN-LEDGF/p75 DNA integration, Eu/Cy5 | 370,000 compounds, 0.64% hits;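 active = inhibition above the screen-wide mean plus 3 SD, cut at about 13% in these data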;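 also: signal is the Cy5 over europium emission ratio at 671 and 618 nm; 0% = plate median of compound wells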
# KLK7 zymogen act: proKLK7 zymogen activators, primary screen, biochemical, fluorescence intensity; activation, % at 7 µM; AID 652039, 2013; purified proKLK7, EDANS-DABCYL substrate fluorescence; 100% is mature enzyme control, 0% vehicle; Kallikrein-7 (Homo sapiens), P49862; 370,000 compounds, 0.9% hits;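 active = activation above the mean of all tested compounds plus 3 SD, computed per campaign excluding outliers beyond control limits, cut at about 13% in these data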
# ADAM10 inh: human ADAM10 inhibitors, primary screen, biochemical, QFRET, HTS | recombinant ADAM10, EDANS/DABCYL FRET peptide cleavage, 3 h | Disintegrin and metalloproteinase domain-containing protein 10 (Homo sapiens), O14672 | inhibition, % at 7 µM | 370,000 compounds, 0.62% hits;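 active = inhibition above a per-campaign cutoff equal to the mean of compounds falling between control-based bounds plus 3 SD, cut at about 20% in these data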;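 also: 0% = DMSO wells while the 100% control is not disclosed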
# Tn6 DDE FP: inhibitors of Tn6 peptide binding to fibrin DD(E), primary screen, biochemical, fluorescence polarization, human fibrin, Tn6 probe; Fibrinogen beta chain (Homo sapiens), P02675; Fibrin DD(E) TRITC-Tn6 fluorescence polarization displacement; inhibition, % at 8.3 µM; 370,000 compounds, 0.21% hits;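 active = inhibition above a per-campaign cutoff: mean of compounds within control limits plus 3 SD, cut at about 15% in these data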;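 also: 0% = median of all compound wells on the plate and 100% = blocking peptide control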
# TDP2 absorb: human TDP2 enzyme inhibitors, primary screen, biochemical, epi absorbance, recombinant enzyme; Tyrosyl-DNA phosphodiesterase 2 (Homo sapiens), O95551; T5PNP hydrolysis, p-nitrophenol absorbance 415 nm; inhibition, % at 12.8 µM; 370,000 compounds, 0.34% hits; AID 720702, 2013;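 active = inhibition above the mean of all tested compounds plus 3 SD, set per campaign, cut at about 25% in these data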;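 also: 0% = DMSO with enzyme and 100% = buffer with substrate but no TDP2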
#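 Test system: Human TDP2 enzyme | Reagent: 5 mM T5PNP | Compound dosing: 12.8 µM single point, 1% DMSO | Incubation: Enzyme reaction with compound for 2 h at 37 °C | Technique: p-Nitrophenol epi absorbance | Read-out: % inhibition relative to enzyme-containing and enzyme-free wells | Benchmarks: High control without enzyme, low control DMSO plus TDP2 | Replicates: Singlicate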
# PLCg1 inh: PLC-gamma1 enzyme inhibitors, primary screen, biochemical, fluorescence, purified enzyme; fluorogenic substrate; 370,000 compounds, 0.84% hits; inhibition, % at 12.2 µM; in the data active = inhibition above about 9.5%
# * = called active by the depositor; i = inactive.
canonical_smiles,ASAP1 GAP inh,ARFGAP1 inhibitor,ADAM17 inh,DDE Tn7 FP inh,LEDGF integ inh,KLK7 zymogen act,ADAM10 inh,Tn6 DDE FP,TDP2 absorb,PLCg1 inh
O=C(CCN1C(=O)C2C3CCC(C3)C2C1=O)Nc1ccc(F)cc1 (configuration not stated),1,-2,0,1,2,-0.1,1,2,2,3
CCCc1sc(N)nc1-c1ccc(C)cc1,-1,-3,7,7,6,0.3,6,3,-23,4
COc1cc(-c2nnc3sc(-c4ccncc4)nn23)cc(OC)c1OC,-5,7,-1,-3,6,0.2,2,7,-14,3
CCN(CC(=O)Nc1c(F)cccc1F)C(=O)CCc1nc2sc3c(c2c(=O)[nH]1)CCCC3,0,4,-8,0,12,0.8,-17,-3,-5,-40
CC(=O)Nc1cccc(C(=O)OCN2C(=O)c3ccccc3C2=O)c1,0,1,-4,0,-4,0.0,-2,7,-7,-1
Cc1ccc(OCC(=O)N2CCc3ccccc3C2)cc1,-2,1,2,-7,4,-0.4,4,1,11,1
COCC(C)n1c(C)cc(C(=O)COc2ccc(N(C)S(=O)(=O)c3ccc(NC(C)=O)cc3)cc2)c1C (configuration not stated),-14,8,2,-7,1,-0.3,-8,-4,-3,2
COc1ccc(CCNC(=O)C2CCN(S(=O)(=O)N3CCOCC3)CC2)cc1OC,14,-3,-8,5,-5,0.0,-5,1,-6,1
Cn1c(=O)c2c(nc(N3CCN(Cc4ccccc4)CC3)n2CC(=O)c2ccccc2)n(C)c1=O,8,3,0,6,-4,-0.2,-3,-4,0,-1
Cc1ccc(NC(=O)COC(=O)C2(CC(=O)NC(C)(C)C)CCCC2)cc1C,-2,4,4,0,-3,0.1,-5,4,0,-1
C[C@H]1CN([C@@H](C)CO)S(=O)(=O)c2ccc(Br)cc2O[C@H]1CN(C)S(=O)(=O)c1ccccc1F,-20,11,1,3,3,0.0,-3,4,17,-1
CC(=O)NC1=NN(C(C)=O)C(C)(c2ccccn2)S1 (configuration not stated),-2,-3,-1,2,5,-0.6,7,1,-1,2
CCOC(=O)c1sc(NC(=O)c2ccco2)c(C#N)c1C,2,0,0,2,5,-0.2,1,-2,3,-9
Cc1ccc(C)c(-n2nnnc2SCC(=O)c2ccc3c(c2)NC(=O)CO3)c1,11,12,-7,8,0,0.4,-1,-2,0,0
CO[C@@H]1CN(C)C(=O)c2cc(NC(=O)Nc3ccc4c(c3)OCO4)ccc2OC[C@@H](C)N(C)C[C@H]1C,6,5,-3,12,-2,0.4,-4,-1,14,-6
CCCCn1c(N)c(N(CC)C(=O)c2cccc(C)c2)c(=O)[nH]c1=O,0,1,-1,-2,4,0.2,3,-2,19,1
Cc1oc2cc3oc(=O)c(CC(=O)N[C@H](C(=O)N[C@@H](C(=O)O)c4ccccc4)C(C)C)c(C)c3cc2c1C,-4,19,-169,-2,0,-1.8,i,3,-2,-306
Cc1cc(C)n(S(=O)(=O)/C=C/c2ccccc2)n1,-13,5,-1,2,2,0.6,6,-3,7,5
CCOc1ccc(CNC(=O)CCc2cn(C)c3ccccc23)cc1OC,3,-2,-8,4,-1,0.5,-5,-4,1,-1
CC1(C)S[C@@H]2[C@H](NC(=O)[C@H](N)c3ccccc3)C(=O)N2[C@H]1C(=O)OC1OC(=O)c2ccccc21 (some centres not stated),6,14,i,-1,4,16*,i,0,-2,-371
Cn1c(N)c(C(=O)COC(=O)CC2CC3CCC2C3)c(=O)n(C)c1=O (configuration not stated),-9,-1,5,7,-3,0.7,-4,16*,-9,1
O=C(C(=O)N1CCc2ccccc2C1)c1cn(CC(=O)N2CCCC2)c2ccccc12,-2,1,-1,-6,4,-0.4,-2,1,2,-3
OC[C@@H]1CN(Cc2ccc3c(c2)OCO3)C[C@H](n2cnc3c(N4CCN(c5ccccc5)CC4)ncnc32)O1,10,-3,4,0,-2,1.3,10,3,0,1
NC(=O)C1CN(S(=O)(=O)c2ccc(Cl)cc2F)c2ccccc2O1 (configuration not stated),-4,-1,0,0,0,0.8,9,-10,4,-3
Cc1ccc(S(=O)(=O)NN2C(=O)/C(=C/c3ccc(C(=O)O)cc3)SC2=S)cc1,-1,7,-3,-2,4,-0.3,-4,2,23,5
O=S(=O)(c1cccs1)N1CCN(CCOc2ccc(Cl)cc2)CC1,5,-3,-2,-1,1,0.1,5,5,4,-3
O=c1c2ccccc2n2c(-c3cccc(F)c3)nnc2n1Cc1ccccc1,0,-2,-4,3,-1,-0.1,0,10,1,0
COc1cc2c(cc1OC)CN(C(=O)c1ccco1)CC2,-13,-11,-7,0,-2,-0.2,-10,-1,6,0
CCN(CC)S(=O)(=O)c1ccc(NC(=O)CNC2CCCCC2)cc1,-2,5,-2,2,1,0.4,6,10,0,2
CC1CN(C(=O)CCC(=O)NCCCN2CCC(Cc3ccccc3)CC2)c2cc(Cl)ccc2O1 (configuration not stated),-3,-7,-4,-2,-3,0.3,-2,-3,-9,3
Cc1cccc(CS(=O)(=O)Cc2ccc(C(=O)NCCN3CCCCC3C)o2)c1 (configuration not stated),12,9,0,6,1,-0.5,-5,7,-9,2
N#C/C(=C(/O)C(Cl)(Cl)Cl)c1nc2ccccc2[nH]1,-1,-16,-5,2,1,0.4,-7,-8,1,-10
Cc1sc(NC(=O)C(C)C)c(C(=O)Nc2ccccc2)c1C,9,-10,0,-4,-2,0.7,-7,-5,-13,-2
COc1ccc(OC)c(/C=N\NC(=O)c2ccc(=O)n(C)c2)c1,-1,2,-38,7,1,16*,-131,-8,3,-116
CC(C)OC(=O)C(C)Nc1n[nH]c(=S)[nH]c1=O (configuration not stated),-10,11,-6,1,-12,0.0,-3,-2,-11,5
CCc1cc(C(=O)Nc2nnc(C3CC3)s2)sc1C,-2,-3,-6,2,0,0.1,-8,3,8,-17
C=CCNC(=S)N1CCN(CCN=CC2=C(O)CC(c3cccs3)CC2=O)CC1 (configuration not stated),13,12,-4,-5,2,0.5,4,-1,0,2
COc1cc(-c2noc(C3CCCN(C(=O)c4ccccc4)C3)n2)cc(OC)c1OC (configuration not stated),15,7,-2,8,-1,-0.2,-14,2,2,-3
COc1ccc(/C=N/N=C(\N)c2nonc2N)cc1,-3,16,0,3,0,0.4,-1,-3,-1,4
COc1cccc(CNC(=O)C2CCN(S(=O)(=O)c3cccs3)CC2)c1,9,-5,-3,6,-2,0.1,1,0,-5,-2
CN(C)c1ccc(NC(=O)Cn2c(=O)n(Cc3ccccc3)c(=O)c3ccccc32)cc1,11,10,1,-5,2,-0.5,4,-4,1,-2
OCC1(Cc2ccccc2)CCN(C2CCN(c3ccc(F)c(F)c3)CC2)CC1,1,-9,0,-3,-2,-0.4,-5,-14,-1,-4
CCCCN(CC)CCNC(=O)CNC(=O)Cn1ccc2ccccc2c1=O,3,7,-8,-1,-1,-0.2,-12,6,0,-1
CC(=NNC(N)=S)c1ccc2cc3c(cc2c1)OCO3,5,-7,-12,4,-1,0.2,-35,2,-4,-22
COc1ccccc1CN1CC(C(=O)N2CCC(OC)CC2)CCC1=O (configuration not stated),7,3,5,1,0,0.1,1,4,1,0
O=C(COC(=O)c1ccc(O)cc1)NC(c1ccccc1)c1ccccc1,-2,-5,-2,7,-6,-0.1,-2,2,7,1
CCc1cccc(C)c1NS(=O)(=O)Cc1ccccc1,-13,-5,0,4,4,0.1,-4,-1,12,-1
COc1ccc(OC)c(/C=N/NC(=O)c2cc3c(OC)cc(OC)cc3[nH]2)c1,0,5,-34,2,-1,-3.1,-87,-7,-8,-447
COc1cccc(NC(=O)CN(C)C(=O)COc2ccccc2Cc2ccccc2)c1,2,-4,1,-1,-3,0.6,4,-6,-7,5
OCCNc1nc(N2CCCC2)nc(N2CCCC2)n1,-9,2,1,-5,-2,0.6,-11,7,-3,2
Cc1cccc2cc(C#N)c(SCC(=O)N3CCC(C)CC3)nc12,-7,10,0,-17,3,0.0,2,2,-1,-2
CCCCC(=O)NNC(=S)NC(=O)c1ccc([N+](=O)[O-])cc1,12,-1,0,2,0,0.3,-3,9,11,0
O=C(CNC(=O)C1CCCCC1)OCn1nnc2ccccc2c1=O,0,-4,-4,4,-1,0.2,-1,2,-3,3
CSc1nc(C)c(C(=O)C[n+]2ccccc2C)cc1C#N,4,2,-11,-6,3,-3.9,-32,-10,1,-33
Cc1ccc(NC(=O)C(C)OC(=O)/C=C/c2ccccc2)cc1S(=O)(=O)N1CCOCC1 (configuration not stated),4,1,1,-2,1,0.3,6,5,3,-9
Cc1ccc(S(=O)(=O)N(C)C[C@@H]2Oc3ccc(NC(=O)Cn4cnnn4)cc3C(=O)N([C@@H](C)CO)C[C@H]2C)cc1,10,5,4,-6,0,0.3,7,-3,-10,4
Cc1onc(-c2ccccc2Cl)c1C(=O)N1CCN(S(=O)(=O)c2ccc(F)c(F)c2)CC1,-4,17,-1,2,1,0.8,-1,3,-6,0
Cc1cc(C)c2[nH]c(=O)c(C(c3nnnn3Cc3ccc4c(c3)OCO4)N3CCCCC3)cc2c1 (configuration not stated),9,9,-2,-5,-2,0.3,-3,6,1,-2
